Assay outcomes: PubChem, Johns Hopkins Ion Channel Center
KCNQ1 pot: potentiators or activators of KCNQ1 channel, primary screen, cell-based, thallium flux, high-throughput | 0.35% of 310,000 active | Potassium voltage-gated channel subfamily KQT member 1 (Homo sapiens), P51787 | AID 2648, 2010 | CHO-K1 KCNQ1, thallium flux FluxOR fluorescence; hits give high values | B-score at 10 µM;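 active = fluorescence ratio B-score, a plate-corrected score, at least three library SD, with initial intensity B-score within 5 SD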
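Material: CHO-K1 cells stably expressing KCNQ1. Medium: assay buffer for compound exposure, DMSO matched across wells. Reagent: K+/Tl+ depolarizing stimulus. Compound dosing: single-concentration screen. Times: 37 °C overnight plating, 90-min dark dye load, 20-min compound pretreatment. Technique: FluxOR Tl+ flux fluorescence.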
RGS4 block: RGS4 inhibitors, primary screen, cell-based, HEK293 M3R inducible RGS4, calcium flux; 0.45% of 310,000 active; AID 463165, 2010; Regulator of G-protein signaling 4 (Homo sapiens), P49798; B-score at 10 µM; Fluo-4 calcium flux; hits give high values; triggered by carbachol at its EC20;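 active = B-score, a plate-corrected calcium signal, over three deviations above library mean, with baseline fluorescence within five deviations of library mean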;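 also: RGS4 expression induced by doxycycline in cells with stable M3 receptor; B-score is computed from the integrated fluorescence ratio over baseline after carbachol; higher B-score means a larger calcium signal and so more RGS4 inhibition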
MrgX1 allo act: positive allosteric modulators of MrgX1, primary screen, HEK293 cells, Fluo-4 calcium flux. Mas-related G-protein coupled receptor member X1 (Homo sapiens), Q96LB2. FDSS; hits give high values. 0.63% of 310,000 active. B-score at 10 µM. AID 588675, 2011;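 active = plate-corrected calcium response at least 3 library SD above typical, normal starting fluorescence, not activating the receptor alone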;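 also: compound read alongside a low EC10 to EC30 dose of BAM8-22 agonist; peak minus trough fluorescence over baseline measured at the second addition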
MrgX1 agonist: agonists of human MrgX1 receptor, primary screen, HEK293 cells, Fluo-4 calcium flux | Mas-related G-protein coupled receptor member X1 (Homo sapiens), Q96LB2 | Fluo-4 calcium fluorescence, agonist mode; hits give high values | B-score at 10 µM | 0.44% of 310,000 active;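 active = calcium response B-score plate-corrected fluorescence ratio at least 3 library SD, with starting fluorescence B-score inside 5 SD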
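Test system: HEK293 cells stably expressing human MrgX1 receptor; Input: fifteen thousand cells per well; Dosing: compound delivered in addition one of three; Schedule: overnight seeding, then 1 h dark dye loading; Technique: Fluo-4 NW calcium fluorescence; Measure: B-scored fluorescence response ratio; Controls: positive and negative controls per plate.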
RGS4 act: RGS4 potentiators or activators, primary screen, cell-based, HEK293 M3R inducible RGS4, calcium flux; B-score at 10 µM; carbachol calcium flux Fluo4; hits give low values; 0.92% of 310,000 active; AID 463111, 2010;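 active = B-score of the integrated calcium signal more than 4 SD below the library mean, with starting fluorescence not abnormally high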;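 also: negative B-score means reduced calcium response which marks RGS4 activation or potentiation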
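Test system: HEK293 cells with stable M3R and inducible RGS4; also added: carbachol at ECmax as muscarinic agonist stimulus; schedule: dye loading 30 min 37 °C, buffer rest 30 min RT; technique: kinetic calcium fluorescence imaging with Fluo4-AM dye, 2 µM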
hERG protect: hERG rescue from dofetilide block, primary screen, cell-based, CHO-hERG, FluxOR thallium flux, dofetilide IC70; dofetilide IC70 present; 0.51% of 310,000 active; AID 1511, 2009; Voltage-gated inwardly rectifying potassium channel KCNH2 (Homo sapiens), Q12809; activation (rescue from dofetilide block), less the hit threshold, % at 10 µM;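 active = activation above the mean of controls blocked by dofetilide plus 5 SD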;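 also: thallium influx through hERG after potassium depolarization seen as dye fluorescence rise; in these data hits start at about 4.7%; inactives centre near -7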
KCNK9 inh: KCNK9 potassium channel inhibitors, primary screen, HEK293 cells, thallium flux. Potassium channel subfamily K member 9 (Homo sapiens), Q9NPC2. FluxOR thallium flux fluorescence; hits give low values. B-score at 10 µM. 1.2% of 310,000 active. AID 488922, 2010;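 active = ratio B-score over 3 SD below the library mean, with starting fluorescence within 5 SD of its mean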;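 also: negative B-score means less thallium flux so channel inhibition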
KCNK3 inh: human KCNK3 channel inhibitors, primary screen, CHO cells, FluxOR thallium flux, B-score. Potassium channel subfamily K member 3 (Homo sapiens), O14649. FluxOR fluorescence; hits give low values. B-score at 10 µM. 0.84% of 340,000 active. AID 602410, 2012;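 active = B-score under library mean minus 4 SD, starting fluorescence ratio at most library mean plus 5 SD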;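 also: more negative B-score means stronger inhibition of thallium flux through KCNK3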
ANO1 block: TMEM16A chloride channel inhibitors, primary screen, cell-based, HTS; HEK293 TMEM16A/YFP iodide influx fluorescence, ionomycin; Anoctamin-1 (Mus musculus), Q8BHY3; AID 588511, 2011; 1.2% of 310,000 active; normalized B-score (activity score, 25-100; higher = stronger inhibition) at 10 µM;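 active = ratio plate-corrected score three or more library SD toward inhibition, starting fluorescence score within five deviations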;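 also: score derived from kinetic fluorescence span divided by baseline fluorescence per well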
Target sequence (Q8BHY3 whole entry, looked up): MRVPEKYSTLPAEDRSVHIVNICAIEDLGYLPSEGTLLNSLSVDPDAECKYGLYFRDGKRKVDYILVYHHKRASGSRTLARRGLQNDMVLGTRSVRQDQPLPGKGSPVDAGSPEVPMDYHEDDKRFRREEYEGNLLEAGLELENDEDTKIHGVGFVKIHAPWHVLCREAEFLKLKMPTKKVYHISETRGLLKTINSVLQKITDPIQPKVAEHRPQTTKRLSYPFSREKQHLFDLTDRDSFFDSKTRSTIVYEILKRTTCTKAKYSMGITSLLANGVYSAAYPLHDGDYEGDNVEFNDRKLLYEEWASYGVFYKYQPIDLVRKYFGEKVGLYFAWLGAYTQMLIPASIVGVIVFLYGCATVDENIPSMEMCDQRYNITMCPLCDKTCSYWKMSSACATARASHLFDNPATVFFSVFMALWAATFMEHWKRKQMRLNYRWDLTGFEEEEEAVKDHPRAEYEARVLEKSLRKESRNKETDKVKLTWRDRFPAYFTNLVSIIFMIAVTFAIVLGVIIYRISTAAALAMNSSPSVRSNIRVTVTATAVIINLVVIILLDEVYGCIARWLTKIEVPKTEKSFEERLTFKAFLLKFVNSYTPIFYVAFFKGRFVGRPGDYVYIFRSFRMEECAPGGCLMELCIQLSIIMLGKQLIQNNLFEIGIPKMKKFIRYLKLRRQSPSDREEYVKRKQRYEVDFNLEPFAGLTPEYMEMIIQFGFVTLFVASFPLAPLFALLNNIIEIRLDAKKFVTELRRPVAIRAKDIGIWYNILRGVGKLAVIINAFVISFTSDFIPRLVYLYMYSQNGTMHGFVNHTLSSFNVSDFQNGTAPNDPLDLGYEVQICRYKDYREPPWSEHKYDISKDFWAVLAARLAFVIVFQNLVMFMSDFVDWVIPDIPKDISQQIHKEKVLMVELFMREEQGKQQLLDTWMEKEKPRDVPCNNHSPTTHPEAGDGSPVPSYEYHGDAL
KCNQ1 inh: inhibitors of human KCNQ1 channel, primary screen, cell-based, thallium flux, high-throughput | Potassium voltage-gated channel subfamily KQT member 1 (Homo sapiens), P51787 | CHO-K1 KCNQ1, FluxOR thallium flux fluorescence; hits give high values | B-score at 10 µM | 1.3% of 310,000 active;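 active = compounds whose thallium flux B-score, printed positive for inhibition, exceeds three library SD while starting fluorescence stays within three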;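 also: channel opened by potassium depolarization with thallium stimulus after 20 min compound exposure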
TMEM16A act: TMEM16A chloride channel activators or potentiators, primary screen, cell-based, HTS; Anoctamin-1 (Mus musculus), Q8BHY3; HEK293 TMEM16A/YFP-H148Q/I152L, iodide quench fluorescence; hits give low values; B-score at 10 µM; 0.3% of 340,000 active;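 active = fluorescence-ratio B-score plate-corrected deviation score at least 3 library SD below zero, with starting fluorescence score within 5 deviations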;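 also: channel opened by trigger with iodide after compound preincubation; score built on the fluorescence ratio of max minus min over baseline; more negative score means more quench and so TMEM16A activation or potentiation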
Active calls of the source: *; i = inactive; . = no result given; & = joins results of further samples; ! = not confirmed by another sample.

SMILES	KCNQ1 pot	RGS4 block	MrgX1 allo act	MrgX1 agonist	RGS4 act	hERG protect	KCNK9 inh	KCNK3 inh	ANO1 block	KCNQ1 inh	TMEM16A act
Cc1ccc(/C=N/NC(=O)c2sccc2OCc2ccc(F)cc2)cc1	i	i	i	i	i	-6	i	i	i	i	i
COc1ccccc1-c1cc(N)n(S(=O)(=O)c2cccc3nsnc23)n1	i	i	i	i	i	-14	i	i	i	i	i
O=C(Cn1cc(C(F)(F)F)ccc1=O)N1CCN(S(=O)(=O)c2ccc(Cl)cc2)CC1	i	i	i	i	i	-5	i	i	i	i	i
CCCCCCCCC(=O)NCCOc1ccccc1	i	i	i	i	i	-8	i	i	i	i	i
CC1CCc2sc(C(=O)N/N=C/C3CCCCC3)cc2C1 (centres undefined)	i	i	i	i	i	-7	i	i	i	i	i
CC(=O)N/N=C(\C)c1ccc(Br)cc1Br	i	i	i	i	i	-1	i	i	i	i	i
Cc1nc2ccsc2c(=O)n1-c1cccc(Cl)c1	i	i	i	i	i	-3	i	i	i	i	i
CCOC(=O)C(=O)NC12CC3CC(CC(C3)C1)C2	i	i	i	i	i	-13	i	i	i	i	i
CCOc1ccccc1C(=S)NC1CCCCC1	i	i	i	i	i	-7	i	i	i	i	i
Cc1ccccc1NC(=O)c1ccc2c(O)c(S(=O)(=O)c3ccccc3)c(=O)[nH]c2c1	i	i	i	i	i	-10	i	i	i	i	i
COc1ccc(OC)c(C2C(C(=O)Nc3nc4ccccc4s3)=C(C)NC3=C2C(=O)CCC3)c1 (centres undefined)	i	i	i	i	i	-9	i	i	i	i	i
NC(=O)C1CCN(C(=O)c2cccc3ccccc23)CC1	i	i	i	i	i	-2	i	i	i	i	i
COc1ccccc1C1=NOC(Cn2c(NCCOCCO)nc3c2c(=O)n(C)c(=O)n3C)C1 (centres undefined)	i	i	i	i	i	-2	i	i	i	i	i
CC(=O)N1CCSc2ccc(S(=O)(=O)NCc3ccc(F)cc3)cc21	i	i	i	i	i	-5	i	i	i	i	i
Cc1cc(Cl)ccc1NC(=O)CCC(=O)N/N=C/c1cc([N+](=O)[O-])ccc1O	i	i	i	i	i	-10	i	i	i	i	i
COc1ccc(Br)cc1C(=O)Nc1ccccc1-c1ccccc1	i	i	i	i	i	-3	-10*	i	i	i	i
CC(=O)c1cccc(NC(=O)C2CCN(C(=O)c3ccc([N+](=O)[O-])cc3)CC2)c1	i	i	i	i	i	-3	i	i	i	i	i
COc1ccc(C(c2c(N)[nH]c(=S)[nH]c2=O)c2c(N)[nH]c(=S)[nH]c2=O)cc1	i	i	i	i	i	-9	i	i	i	i	i
CC(C)CCn1nnnc1C(c1ccc(F)cc1)N1CCC(C(N)=O)CC1 (centres undefined)	i	i	i	i	i	-8	i	i	i	i	i
Cn1cc(CN2CCCCC2C(=O)Nc2ccc(-n3cccn3)cc2)cn1 (centres undefined)	i	i	i	i	i	-8	i	i	i	i	i
CCOC(=O)CSc1nnc(-c2cc(OC)c(OC)c(OC)c2)o1	i	i	i	i	i	-14	i	i	i	i	i
Cc1nc(-c2cccnc2)sc1C(=O)Nc1cccc(C(F)(F)F)c1	i	i	i	i	i	-24	i	i	i	i	i
CN1CCN(C(=S)NC(=O)/C=C/c2ccccc2Cl)CC1	i	i	i	i	i	-9	i	i	i	i	i
O=C(NC1CC2CCC1C2)C1CCN(S(=O)(=O)c2ccc(-c3nn[nH]n3)cc2)CC1 (centres undefined)	i	i	i	i	i	-1	i	i	i	i	i
CC1(C)CC(=O)C2=C(C1)N(Cc1cccnc1)C(=O)C2(NC(=O)c1ccc(F)cc1)C(F)(F)F (centres undefined)	i	i	i	i	i	-13	i	i	i	i	i
CN(C)C1=NCCN1CCC1CCCC1	i	i	i	i	i	-4	i	i	i	i	i
Cc1ccc(CS(=O)Cc2ccc(C(=O)N3CCN(C4CCCCC4)CC3)o2)cc1 (centres undefined)	i	i	i	i	i	-5	i	i	i	i	i
COc1ccc(/C=C/C(=O)c2cc(F)ccc2OC(=O)c2ccccc2)cc1OC	i	i	i	i	i	0	i	i	i	i	i
CCCCC1=CC2=CC(=O)C(C)(OC(=O)c3ccc(Cl)nc3)C(=O)C2=CO1 (centres undefined)	i	i	i	i	i	-4	i	.	i	i	.
CC1CCN(CCCNC(=O)COc2cc(=O)n(C)c3ccccc23)CC1	i	i	i	i	i	-8	i	i	i	i	i
CCNC(=S)N/N=C/c1cn(Cc2ccc(F)cc2)c2ccccc12	i	i	i	i	i	-7	i	i	i	i	i
O=C(CCCCCn1c(=S)[nH]c2ccccc2c1=O)NCc1ccc2c(c1)OCO2	i	i	i	i	i	-5	i	i	i	i	i
COc1ccc(N2CCN(C(=O)CCCOc3cc(=O)n(C)c4ccccc34)CC2)cc1	i	i	i	i	i	-12	i	i	i	i	i
Cc1nn(-c2ccccc2)c(C)c1NC(=O)COC(=O)C1CC(=O)N(CCc2ccccc2)C1 (centres undefined)	i	i	i	i	i	-16	i	i	i	i	i
Cc1occc1C(=O)N=Nc1c(O)n(C)c2ccccc12	i	i	i	i	i	-3	i	i	i	i	i
COC(=O)c1ccc2c(=O)[nH]c(CSc3nc(-c4ccc(F)cc4)cs3)nc2c1	i	i	i	i	i	-8	i	i	i	i	i
COc1cccc(C2CC(=O)Nc3cc(OC)c(OC)cc32)c1 (centres undefined)	i	i	i	i	i	-9	i	i	i	i	i
CC(=O)Oc1ccc(N(C(C)=O)S(=O)(=O)c2cccs2)cc1	i	i	i	i	i	-7	i	i	i	i	i
COc1cccc(/C=C/C(=O)NCCc2ccc3c(c2)OCCO3)c1	i	i	i	i	i	-10	i	i	i	i	i
CCCc1nn2c(=O)cc(CSCC(=O)Nc3nnc(C(C)C)s3)nc2s1	i	i	i	i	i	-3	i	i	i	i	i
Cc1ccc(CN2CCN(c3ccccn3)CC2)s1	i	i	i	i	i	2	i	i	i	i	i
CCCCSCCCNC(=O)C1CCC(CNS(=O)(=O)c2ccc(NC(C)=O)cc2)CC1 (centres undefined)	i	i	i	i	i	-3	i	i	i	i	i
CN(CCCNC(=O)Cn1cccc1C(=O)c1ccccc1)C1CCCCC1	i	i	i	i	i	-6	i	i	i	i	i
COc1cc(NC(=S)N2c3ccccc3CC2C)cc(OC)c1 (centres undefined)	i	i	i	i	i	-8	i	i	i	i	i
CC(C)NC(=O)c1onc(CSc2ccc(F)cc2)c1C(=O)NC(C)C	i	i	i	i	i	-10	i	i	i	i	i
Cc1cc(S(=O)(=O)NCc2cccs2)ccc1-n1cnnn1	i	i	i	i	i	3	i	i	i	i	i
C=CCn1c(Cc2ccccc2)nc2c(cnn2-c2ccccc2)c1=O	i	i	i	i	i	-6	i	i	i	i	i
CN(Cc1nc(-c2cccnc2)no1)S(=O)(=O)c1ccc(Br)cc1	i	i	i	i	i	-9	i	i	i	i	i
COc1ccc(CCNC(=O)CN(C)S(=O)(=O)c2ccc3c(c2)CCC(=O)N3)cc1OC	i	i	i	i	i	-13	i	i	i	i	i
Clc1ccc2nc(CN3CCCCC3)cn2c1	i	i	i	i	i	-6	i	i	i	i	i
O=C(CCCN1CCc2[nH]c3ccc(F)cc3c2C1)c1ccc(F)cc1	i	i	i	i	i	-20	i	i	i	i	i
O=C(O)C(Cc1c[nH]c2ccccc12)N1Cc2ccccc2C1=O (centres undefined)	i	i	i	i	i	0	i	i	i	i	i
Cc1ccc(NC(=O)Nc2c(C)n(C)n(-c3ccccc3)c2=O)cc1C	i	i	i	i	i	-2	i	i	i	i	i
Cc1nn(Cc2ccc(C(=O)N3N=C(C(F)F)CC3(O)C(F)F)o2)c(C)c1[N+](=O)[O-] (centres undefined)	i	i	i	i	i	-7	i	i	i	i	i
COc1ccc(CNC(=O)c2c(O)c3ccccc3n(C)c2=O)cc1OC	i	i	i	i	i	-3	i	i	i	i	i
CCOc1ccc2cc(S(=O)(=O)N3CCN(C)CC3)ccc2c1	i	i	i	i	i	-2	i	i	i	i	i
CCC(=O)Nc1sc2c(c1C(N)=O)CCN(Cc1ccccc1)C2	i	i	i	i	i	-12	i	i	i	i	i
COc1ccc(-c2nc3c(Br)c(N)c(Br)cc3o2)cc1	.	.	i	i	.	.	.	i	i	.	i
CCC1CCCCN1S(=O)(=O)c1ccc(S(=O)(=O)N(Cc2cccs2)C2CC2)cc1 (centres undefined)	i	i	i	i	i	-6	i	i	i	i	-16*
Cc1ccccc1OCc1n(CC(=O)OC2CC(C)CCC2C(C)C)c2ccccc2[n+]1C (centres undefined)	i	i	i	i	-13*	-30&-27	-17*	-13*	100*	8*!	i
Cc1cc(=O)n2c3c(sc2n1)C(=O)N(Cc1ccccc1)C3=O	i	i	i	i	i	-8	i	.	i	i	.
COc1ccc(C2CC(c3cccs3)=NN2C(=O)CSc2nc3ccccc3o2)cc1 (centres undefined)	i	i	i	i	i	-12	i	i	i	i	i
O=C(Nn1cnnc1)c1cc(Cl)ccc1Cl	i	i	i	i	i	-6	i	i	i	i	i
